# APEX1 inh: qHTS Assay for Inhibitors of the Human Apurinic/apyrimidinic Endonuclease 1 (APE1). DNA repair nuclease/redox regulator APEX1 (Homo sapiens), P27695. recombinant APE1, TAMRA/BHQ-2 abasic DNA cleavage fluorescence. Potency, µM (top dose mostly 65.8 µM), without a hit: at the top dose activity change, negative = inhibition, actives largely listed as inhibitors. 350,000 compounds, 0.35% hits;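 also: plate controls were vehicle for no effect and reference inhibitor for full effect; nearly all actives have a fitted effect of over 55% in size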
#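 Readout is kinetic fluorescence (ex 525, em 598 nm) from cleavage of 50 nM TAMRA/BHQ-2 THF abasic duplex by 0.75 nM APE1, compound added 15 min beforehand at RT.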
# JMJD2A Tudor inh: qHTS Assay for Inhibitors of JMJD2A-Tudor Domain; 390,000 compounds, 4.4% hits; AlphaScreen JMJD2A-Tudor / H3K4me3 peptide binding; Potency, µM (doses to about 114 µM), for the others: top-dose activity change, negative = inhibition, most hits filed as inhibitors; Lysine-specific demethylase 4A (Homo sapiens), O75164; AID 504339, 2011; also: % is scaled to controls: 0 for no effect and ±100 for the full control effect; nearly all actives have a fitted effect of over 50% in size
# POLI inh: qHTS for Inhibitors of Polymerase Iota | 390,000 compounds, 1% hits | AID 588590, 2011 | DNA polymerase iota (Homo sapiens), Q9UNA4 | Potency, µM (highest dose often 115 µM), for the others: at the top dose activity, negative = inhibition, hits mostly inhibitors | Pol iota fluorescent replication assay, 10 min
#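 Fluorescent replication assay read twice, at 0 min and 10 min after adding 50 nM (final) substrate. Enzyme (10 nM) and compounds were first incubated 15 min at room temperature; enzyme-free buffer wells were negative controls.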
# G9a block: qHTS Assay for Inhibitors of Histone Lysine Methyltransferase G9a; G9a H3K9 monomethylation, AlphaScreen, 2 h; Histone-lysine N-methyltransferase EHMT2 (Homo sapiens), Q96KQ7; 350,000 compounds, 8.8% hits; Potency, µM (series often up to 102 µM), inactives show top-dose activity, negative = inhibition, hits mostly inhibitors; also: % is scaled to controls: 0 for no effect and ±100 for the full control effect; nearly all actives have a fitted effect of over 75% in size
#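 Quantitative HTS format: methyltransferase activity on a biotin-tagged H3K9 peptide is measured by AlphaScreen, using a rabbit anti-monomethyl-H3K9 antibody with streptavidin donor and anti-IgG acceptor beads. Final levels are 20 nM enzyme, 500 nM peptide, 20 uM SAM; 2 h RT.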
# BLM helicase inh: qHTS Assay for Inhibitors of Bloom's syndrome helicase (BLM) | AID 2528, 2010 | Potency, µM (doses to about 56.1 µM), for the others: at the highest dose activity change, negative = inhibition, usual class: inhibitors | recombinant BLM DNA unwinding, fluorescence dequenching | 350,000 compounds, 0.2% hits | RecQ-like DNA helicase BLM (Homo sapiens), P54132;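 also: plate controls were vehicle for no effect and no enzyme for full effect; nearly all actives have a fitted effect of over 35% in size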
# BAZ2B inh: qHTS Assay for Inhibitors of BAZ2B | Bromodomain adjacent to zinc finger domain protein 2B (Homo sapiens), Q9UIF8 | 360,000 compounds, 4.4% hits | AlphaScreen BAZ2B-H3K14Ac peptide displacement | Potency, µM (doses to about 114 µM), for inactives: at the top dose activity change, negative = inhibition, most hits filed as inhibitors; also: % is scaled to controls: 0 for no effect and ±100 for the full control effect; nearly all actives have a fitted effect of over 60% in size
#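 BAZ2B 50 nM plus b-H3(5-23)K14Ac 50 nM, PBS pH 7.4/0.01% Tween-20, 30 min RT; compound added (max 110 uM), 30 min RT; streptavidin donor/Ni-chelate acceptor beads 10 ug/mL final, 20 min dark; AlphaScreen read.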
# POLH inh: qHTS for Inhibitors of Polymerase Eta. AID 588591, 2011. Potency, µM (series often up to 114 µM), for inactives: at the top dose activity change, negative = inhibition, most hits filed as inhibitors. recombinant Pol eta, fluorescent DNA replication assay. 390,000 compounds, 1.2% hits; also: % is scaled to controls: 0 for no effect and ±100 for the full control effect
#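 Fluorescent replication assay: 50 nM final substrate added after a 15 min room-temperature compound preincubation with 10 nM enzyme. Signal taken at 0 min and again at 10 min.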
# POLK inh: qHTS for Inhibitors of Polymerase Kappa; Potency, µM (doses to about 107 µM), for inactives: at the highest dose activity, negative = inhibition, most hits filed as inhibitors; 400,000 compounds, 0.53% hits; purified Pol kappa, fluorescent DNA synthesis assay, 10 min; DNA polymerase kappa (Homo sapiens), Q9UBT6; also: % is scaled to controls: 0 for no effect and ±100 for the full control effect
# Target sequence (Q9UBT6 whole entry, looked up): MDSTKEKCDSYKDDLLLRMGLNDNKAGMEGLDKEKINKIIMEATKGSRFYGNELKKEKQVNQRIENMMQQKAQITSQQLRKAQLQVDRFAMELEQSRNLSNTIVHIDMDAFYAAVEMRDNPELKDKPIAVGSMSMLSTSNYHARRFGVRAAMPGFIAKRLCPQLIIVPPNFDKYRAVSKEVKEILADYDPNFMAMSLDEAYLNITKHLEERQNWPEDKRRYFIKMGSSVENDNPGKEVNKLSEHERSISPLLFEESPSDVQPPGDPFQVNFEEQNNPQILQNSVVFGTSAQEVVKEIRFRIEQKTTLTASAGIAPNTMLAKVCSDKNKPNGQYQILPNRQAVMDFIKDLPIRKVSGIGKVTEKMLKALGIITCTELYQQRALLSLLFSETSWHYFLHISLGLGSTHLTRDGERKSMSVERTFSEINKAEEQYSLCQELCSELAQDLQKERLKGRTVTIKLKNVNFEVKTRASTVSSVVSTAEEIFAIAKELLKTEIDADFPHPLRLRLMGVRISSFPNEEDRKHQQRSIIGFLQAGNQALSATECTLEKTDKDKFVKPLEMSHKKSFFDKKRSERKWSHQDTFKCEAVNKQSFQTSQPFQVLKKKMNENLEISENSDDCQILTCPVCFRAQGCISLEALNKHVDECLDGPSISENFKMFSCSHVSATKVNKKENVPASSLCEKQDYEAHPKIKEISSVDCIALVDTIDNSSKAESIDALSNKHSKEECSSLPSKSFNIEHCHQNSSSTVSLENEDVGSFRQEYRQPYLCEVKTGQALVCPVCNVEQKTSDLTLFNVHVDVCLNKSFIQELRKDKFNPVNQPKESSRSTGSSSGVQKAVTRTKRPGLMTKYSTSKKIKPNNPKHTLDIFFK
#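 10 nM Pol kappa preincubated 15 min at room temperature with compounds, then reaction started with substrate at 50 nM final. Fluorescence read kinetically at 0 and 10 min; buffer-only wells served as negative control.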
# POLB inh: qHTS Assay for Inhibitors of DNA Polymerase Beta. AID 485314, 2010. Potency, µM (highest dose often 114 µM), for the others: at the highest dose activity change, negative = inhibition, usual class: inhibitors. Pol beta primer extension/strand displacement, fluorescence kinetic. 340,000 compounds, 1.3% hits. P06746; also: % is scaled to controls: 0 for no effect and ±100 for the full control effect
#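 10 nM enzyme + cpd, 15 min RT; start with substrate 50 nM final; read 0 min and after 10 min RT. Corrected, normalized data; 4-parameter Hill curve fit.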
# Active calls of the source: *; u = inconclusive; x = no result given; & = joins results of further samples; [ ] = another dose, or the depositor's remark. Calls follow the shape of the dose curve; as a rule, active = well fitted curve in the direction sought with a large enough effect; inconclusive = small, poorly fitted or top-dose-only effect, or another doubt; inactive = no such curve, though single readings can be large; an effect the other way counts as inactive or inconclusive. Potency is read from the fitted curve at half-maximal effect. An excerpt; rates above refer to the full screens.
SMILES,APEX1 inh,JMJD2A Tudor inh,POLI inh,G9a block,BLM helicase inh,BAZ2B inh,POLH inh,POLK inh,POLB inh
CCc1ccc(-n2c(=O)c3c4c(sc3n(Cc3cc(=O)n5c(C)cccc5n3)c2=O)CCC4)cc1,x,4%,2%,8%[59 µM],-4%,6%,-12%,-3%,7%
O=C(NCC(c1cccnc1)N1CCN(c2ccccc2F)CC1)OCc1ccccc1 (stereo not given),-3%,-13%,3%,1%,-5%,u,1%,-1%,-8%
N=C1S/C(=C\c2ccccc2F)C(=O)N1c1ccc(F)cc1,-3%,-27%,19%,-6%,-5%,4%,-18%,0%,33%
CN(Cc1cccs1)C(=O)Cn1cnc2cc([N+](=O)[O-])ccc2c1=O,u,-23%,63%[activator],-50%,-15%,4%,-2%,-4%,31%
O=C(N/N=C/c1ccc(Cl)cc1)c1nc2ccc([N+](=O)[O-])cc2c(=O)[nH]1,1%,28µM*,-12%,11%,-6%,10%,u,-8%,u
Cc1ccc(-n2[nH]c(C)c(/C=N/c3ccccn3)c2=O)cc1,2%,-27%,14%,2%[59 µM],-1%,-13%,-9%,-4%,-20%
Cc1ccc(C2CC(=O)Oc3cc(C)c(Cl)cc32)cc1 (stereo not given),5%,x,x,49%[activator],-6%[75.6 µM],x,x,u,x
Cc1ccccc1Cc1n[nH]c(=S)n1N,9%,2.8µM*,6%,2.5µM*,-10%,-31%,-1%,0%,-2%
Cc1nn(CCCC(=O)NCCc2ccc(Cl)cc2)c(=O)c2nn(-c3ccccc3)c(C)c12,-3%,-12%&-14%,u,-5%,0%&-9%,2%&-9%,-14%&-15%,-3%&-15%,22%&1%
C[C@H]1NC(=O)[C@@]2(C)[C@@H](c3ccccc3)[C@H]3COc4ccccc4[C@H]3N2C1=O,-1%,-22%,-6%,6%[0.501 µM],x,-1%,-2%,-8%,x
CCCCN(CCCNC(=O)c1cc(Nc2ccc(OC)cc2)nc2ccccc12)Cc1ccccc1,x,-18%,1%,4%[59 µM],1%,x,-16%,2%,21%
CC(=O)Nc1ccc(S(=O)(=O)N(C)CC(=O)N2CCN(C(=O)c3ccco3)CC2)cc1,10%,-12%,32%[activator],x,x,x,-13%,-4%,x
COc1cc(C(=O)OCC(=O)c2c[nH]c3ccccc23)ccc1OCC(=O)N1CCOCC1,-2%,-18%[57.1 µM],23%,u,1%,x,13%,-19%,4%
OC(CNCCc1ccc(Cl)cc1Cl)COc1ccccc1 (stereo not given),17%,u,78%[activator],25µM*,1%,71µM*,-28%,-2%,0%
O=c1c2cccc(Cl)c2nc2n1Cc1ccccc1-2,2%,-27%,27%,x,-5%,u,-8%,-3%,-22%
Cc1ccc(C(=O)NCCCN2CCOCC2)c(C)c1,22%,9%,162%[activator],6%,-2%,9%,-22%,-6%,23%
CCn1cc(C(=O)O)c(=O)c2cnc(N3CCN(C(=S)Nc4ccccc4Cl)CC3)nc21,1%,-2%,u,56µM*,-5%,-4%,-13%,-12%,2%
Cc1ccc(S(=O)(=O)N(C)C)cc1NC(=O)CN1CCCC1,15%,-16%,55%[activator],12%,-2%,-2%,-17%,-15%,7%
CN(C)NC(=O)c1cccc(Cl)c1,0%,u,80%[activator],11%,-2%,0%,-3%,-1%,-2%
O=C(O)/C=C\c1ccccc1Oc1ccc(F)cc1,13%,-8%,1%,10%,3%,-5%,9%,-14%,56%
Cc1noc(C)c1COc1ccc(C(=O)NNC(=O)c2ccccc2F)cc1,24%,-3%,6%,6%[12.7 µM],x,2%,2%,0%,x
CCN(Cc1ccccc1)c1ccc(/C=N/NS(=O)(=O)c2ccc(C)c([N+](=O)[O-])c2)cc1,14%,u,-3%,8.9µM*,-8%,u,-25%,-12%,2%
COC(=O)c1cc(N=C(N)N=C(N)N)cc(C(=O)OC)c1,-3%,-12%,13%,2%,15%,-17%,-3%,17%,u
C[C@@H]1CN([C@@H](C)CO)C(=O)Cc2cc(NS(=O)(=O)c3cn(C)cn3)ccc2O[C@@H]1CN(C)C(=O)Nc1ccccc1,-10%,-4%,4%,x,x,x,-5%,7%,x
O=C(c1ccco1)N1CCN(S(=O)(=O)c2ccc3c(c2)CCN3C(=O)C2CC2)CC1,-4%,-11%,1%,6%[0.501 µM],-5%,u,-15%,2%,-1%
C1=CC2=NC34CCCCC3CC3=C(CCCC3)N4C2=CC1=NC1CCCCC1 (stereo not given),x,u,10%,x,x,x,-20%,-10%,x
O=C(Nc1ccncc1)c1ccc(Cl)c(Cl)c1,8%,-14%,-5%,8%,2%,8%,-4%,-3%,2%
O=C(CSc1nnc(Cc2cc(=O)[nH]c(=O)[nH]2)n1-c1ccccc1)N1CCCC1,24%,11%[57.1 µM],x,u,-5%,-2%,10%,-7%,34%
Fc1ccc2c(c1)/C(=N/Nc1ccccn1)CCS2,0%,-34%,85%[activator],u,-7%,u,-22%,2%,0%
CN(C)CCNC(=O)C(=O)NCC(c1ccc2c(c1)OCO2)N1CCN(c2ccc(F)cc2)CC1 (stereo not given),9%,-18%,33%[activator],u,2%,-13%[57.1 µM],-15%,-29%,11%
CCc1cccc(CC)c1NC(=O)c1cccc(NC(=O)c2ccccc2)c1,-3%,-15%,5%,-41%,-6%,-9%,-9%,-3%,-13%
Cc1cc(NC(=O)c2cc(F)c(F)cc2Cl)no1,-7%,5%,169%[activator],0%,-7%,-1%,-17%,-4%,90%
Cc1cccc2sc(N(CCCN(C)C)C(=O)COc3ccc(Cl)cc3)nc12,-3%,-26%,-14%,50µM*,42%[activator],x,-25%,-5%,-1%
C=CCNC(=S)NNC(=O)c1csc(C)c1C,3%,-11%,15%,4%[59 µM],2%,15%,-2%,-7%,2%
CC1CC(C)(C)CC2(C1)NC(=O)N(CC(=O)N1CCN(Cc3ccc(C#N)cc3)CC1)C2=O (stereo not given),0%,-12%,23%,50µM*,x,-7%,-7%,-2%,x
Cc1ccccc1Nc1c(-c2cccc(N(C)C)c2)nc2ccc(Br)cn12,x,-25%,-1%,-12%[59 µM],-4%,-30%,-1%,6%,14%
CCOC(=O)CCC(NC(=O)CCCCC(=O)NC(CCC(=O)OCC)C(=O)OCC)C(=O)OCC (stereo not given),-5%,-1%,15%,2%[59 µM],-10%,-1%,-15%,-9%,13%
Cc1nc2ccn(Cc3cccs3)c(=O)c2cc1C(=O)N1CCN(c2ccc(F)cc2)CC1,x,u,8%,0%[59 µM],1%,-12%,-19%,4%,2%
CCOC(=O)COc1ccc(CC)cc1C(=O)c1ccn2nc(-c3ccccc3)cc2n1,x,-2%,10%,13%[59 µM],-4%,-14%,-14%,2%,2%
CCOC(=O)COc1cc2oc(=O)cc(C)c2cc1[N+](=O)[O-],16%,-1%,-3%,x,-3%,10%,-4%,2%,87%
Cc1cc(C)nc(SCc2nnc(SCC(N)=O)n2Cc2ccco2)n1,-2%,u,10%,-14%,-5%,-6%,5%,-9%,2%
O=C(COC(=O)c1cc(-c2cccc3ccccc23)nc2ccccc12)NC1CCS(=O)(=O)C1 (stereo not given),0%,u,u,u,-9%,-31%,-25%,-11%,50µM*
COc1ccc(OCc2n[nH]c(=S)n2N)cc1,-5%,4µM*,-18%,1.8µM*,-8%,56µM*,0%,-23%,9%

# Source: PubChem
